# Screens from PubChem.
# KCNK3 inh: human KCNK3 channel inhibition, primary screen; O14649; B-score at 10 µM; CHO-KCNK3 thallium flux, FluxOR fluorescence; hits give low values; 340,000 compounds, 0.84% hits; AID 602410;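 active = B-score under library mean minus 4 SD, starting fluorescence ratio at most library mean plus 5 SD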;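 note: more negative B-score means stronger inhibition of thallium flux through KCNK3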
# KCNQ1 act: potentiators or activators of human KCNQ1 potassium channel; P51787; CHO-K1 KCNQ1, thallium flux FluxOR fluorescence; hits give high values; B-score at 10 µM; 310,000 compounds, 0.35% hits; AID 2648;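 active = fluorescence ratio B-score, a plate-corrected score, at least three library SD, with initial intensity B-score within 5 SD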
# Target sequence (P51787 whole entry, looked up): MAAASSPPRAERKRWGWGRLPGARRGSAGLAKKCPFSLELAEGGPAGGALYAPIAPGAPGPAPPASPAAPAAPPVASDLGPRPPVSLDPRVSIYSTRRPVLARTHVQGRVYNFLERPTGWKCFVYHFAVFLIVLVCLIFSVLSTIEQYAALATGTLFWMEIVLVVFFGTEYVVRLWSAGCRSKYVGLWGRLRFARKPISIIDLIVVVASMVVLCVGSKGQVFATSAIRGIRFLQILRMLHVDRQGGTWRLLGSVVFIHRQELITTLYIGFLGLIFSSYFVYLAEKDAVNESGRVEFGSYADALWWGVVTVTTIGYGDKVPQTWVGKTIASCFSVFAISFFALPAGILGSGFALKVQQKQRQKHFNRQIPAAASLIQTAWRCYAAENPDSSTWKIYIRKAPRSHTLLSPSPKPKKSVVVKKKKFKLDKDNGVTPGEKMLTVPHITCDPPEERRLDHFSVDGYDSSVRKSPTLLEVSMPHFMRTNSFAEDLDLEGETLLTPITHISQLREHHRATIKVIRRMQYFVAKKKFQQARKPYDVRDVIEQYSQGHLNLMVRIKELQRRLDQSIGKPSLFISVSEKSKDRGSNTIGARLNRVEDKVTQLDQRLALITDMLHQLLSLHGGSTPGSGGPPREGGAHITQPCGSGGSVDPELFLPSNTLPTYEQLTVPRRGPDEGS
#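 Medium – assay buffer, equal DMSO in all wells · Material – CHO-K1 cell line with stable KCNQ1 potassium channel expression · Signal – kinetic FluxOR thallium fluorescence, 10-s 1-Hz baseline, 110-s post-stimulus read · Compound – single concentration per compound, DMSO matched to controls · Schedule – 37 °C overnight plating, 90-min dark dye load, 20-min compound pretreatment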
# KCNQ1 inh: inhibitors of human KCNQ1 potassium channel; CHO-K1 KCNQ1, FluxOR thallium flux fluorescence; hits give high values; B-score at 10 µM; 310,000 compounds, 1.3% hits; AID 2642;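 active = compounds whose thallium flux B-score, printed positive for inhibition, exceeds three library SD while starting fluorescence stays within three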;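 note: channel opened by potassium depolarization with thallium stimulus after 20 min compound exposure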
# KCNK9 inh: blocks the human KCNK9 two-pore domain potassium channel | HEK293 KCNK9, FluxOR thallium flux fluorescence; hits give low values | B-score at 10 µM | 310,000 compounds, 1.2% hits | AID 488922;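 active = ratio B-score over 3 SD below the library mean, with starting fluorescence within 5 SD of its mean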;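 note: negative B-score means less thallium flux so channel inhibition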
# Target sequence (Q9NPC2 whole entry, looked up, the tested form may be a part): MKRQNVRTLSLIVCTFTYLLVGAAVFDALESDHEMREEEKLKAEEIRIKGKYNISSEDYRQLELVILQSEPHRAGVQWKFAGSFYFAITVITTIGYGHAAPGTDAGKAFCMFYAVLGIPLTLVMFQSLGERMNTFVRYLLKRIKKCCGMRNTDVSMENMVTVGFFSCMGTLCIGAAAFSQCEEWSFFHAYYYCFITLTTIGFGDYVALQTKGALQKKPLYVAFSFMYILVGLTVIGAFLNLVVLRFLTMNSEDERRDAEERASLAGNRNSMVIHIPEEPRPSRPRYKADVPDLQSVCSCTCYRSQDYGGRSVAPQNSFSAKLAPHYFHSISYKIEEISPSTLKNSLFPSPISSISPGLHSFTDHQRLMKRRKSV
# RGS4 block: inhibitors of human RGS4; B-score at 10 µM; AID 463165; P49798; 310,000 compounds, 0.45% hits; HEK293 M3R/RGS4 inducible, Fluo-4 calcium flux; hits give high values; triggered by carbachol at its EC20;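 active = B-score, a plate-corrected calcium signal, over three deviations above library mean, with baseline fluorescence within five deviations of library mean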;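 note: RGS4 expression induced by doxycycline in cells with stable M3 receptor; B-score is computed from the integrated fluorescence ratio over baseline after carbachol; higher B-score means a larger calcium signal and so more RGS4 inhibition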
# TMEM16A act: activators or potentiators of mouse TMEM16A chloride channel | B-score at 10 µM | 340,000 compounds, 0.3% hits | HEK293 TMEM16A/YFP-H148Q/I152L, iodide quench fluorescence; hits give low values | Q8BHY3;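 active = fluorescence-ratio B-score plate-corrected deviation score at least 3 library SD below zero, with starting fluorescence score within 5 deviations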;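 note: channel opened by trigger with iodide after compound preincubation; score built on the fluorescence ratio of max minus min over baseline; more negative score means more quench and so TMEM16A activation or potentiation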
# HDAC3 inhib: blocks human histone deacetylase 3. O15379. recombinant HDAC3, fluorogenic peptide/trypsin coupled, fluorescence. inhibition, % at 8.3 µM. 320,000 compounds, 0.15% hits; in the data active = inhibition above about 26%, passing the limit was not always enough
# hERG rescue: shields human hERG channel from block by proarrhythmic agents; CHO-hERG, FluxOR thallium flux, dofetilide IC70 present; activation (rescue from dofetilide block), less the hit threshold, % at 10 µM; AID 1511; 310,000 compounds, 0.51% hits; Q12809;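 active = activation above the mean of controls blocked by dofetilide plus 5 SD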;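 note: thallium influx through hERG after potassium depolarization seen as dye fluorescence rise; in these data hits start at about 4.7%; inactives centre near -7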
# RGS4 act: RGS4 potentiation or activation; HEK293 M3R/inducible RGS4, carbachol calcium flux Fluo4; hits give low values; B-score at 10 µM; 310,000 compounds, 0.92% hits;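 active = B-score of the integrated calcium signal more than 4 SD below the library mean, with starting fluorescence not abnormally high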;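 note: negative B-score means reduced calcium response which marks RGS4 activation or potentiation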
#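 System: HEK293 FlpIn-TREx cells, stable M3R, doxycycline-inducible RGS4. Timing: overnight RGS4 induction, 30 min dye load 37 °C, 20 min compound RT. Also added: carbachol, ECmax concentration. Measured by: Fluo4 fluorescence kinetic imaging of calcium. Evaluation: integrated calcium ratio converted to B score.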
# SKKanGAS inh: inhibitors of SKKanGAS S. pyogenes growth in kanamycin (SK-promoter or general growth effect). inhibition, % at 7.5 µM. BacTiter-Glo, 6 h. 300,000 compounds, 1.3% hits;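 active = mean replicate score, as percent of positive control median, at least 50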;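 note: strain carries kanamycin resistance gene driven by streptokinase promoter and grows in 40 µg/ml kanamycin; loss of luminescence reflects streptokinase promoter inhibition or plain growth inhibition; 0% = median of DMSO wells and 100% = positive control at its reference dose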
# ANO1 block: mouse TMEM16A channel inhibition, primary screen; normalized B-score (activity score, 25-100; higher = stronger inhibition) at 10 µM; AID 588511; HEK293 TMEM16A/YFP iodide influx fluorescence, ionomycin; 310,000 compounds, 1.2% hits;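 active = ratio plate-corrected score three or more library SD toward inhibition, starting fluorescence score within five deviations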;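 note: score derived from kinetic fluorescence span divided by baseline fluorescence per well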
# Numbers without * were called inactive; i = inactive; nt = no result given. This is a random part of the collection; 6.3% or so of the library scored in one or more.
SMILES,KCNK3 inh,KCNQ1 act,KCNQ1 inh,KCNK9 inh,RGS4 block,TMEM16A act,HDAC3 inhib,hERG rescue,RGS4 act,SKKanGAS inh,ANO1 block
OCCNC1=NCCN1,i,i,i,i,i,i,19.3,-4.0,i,-3.5,i
c1ccc(COCCN2CCN(CCOCc3ccccc3)CC2)cc1,i,i,i,i,i,i,-6.5,-8.7,i,3.2,i
Cc1ccc(-n2nnnc2SC(C)C(=O)NCC(=O)Nc2ccc(F)c(F)c2F)c(C)c1 (stereo not given),i,i,i,i,i,i,-2.1,-3.9,i,3.1,i
CC1(C)C(=O)OC(C(=O)c2ccc(C(C)(C)C)cc2)C(C)(C)C1=O (stereo not given),i,i,i,i,i,i,-1.7,-12.8,i,3.0,i
O=C(COC(=O)CNC(=O)c1ccc(Cl)cc1Cl)Nc1ccc(N2CCOCC2)cc1,i,i,i,i,i,i,-1.1,-11.7,i,8.6,i
Cc1cccc2cc(-c3ccccc3)c(-c3ccccc3)c[n+]12,i,i,i,i,i,i,0.0,-21.8,i,5.7,i
CCOc1ccc(C2=Nn3c(nnc3-c3ccccc3OC)SC2)cc1,i,i,i,i,i,i,17.6,-18.3,i,-2.1,i
O=C(N/N=C/c1ccc(Cl)cc1Cl)C(=O)NC1CC1,i,i,i,i,i,i,-8.9,-5.6,i,-2.5,i
Cc1ccc(NC(=O)C(C)N2CCc3ccccc3C2)cc1 (stereo not given),i,i,i,i,i,i,1.7,-1.3,i,-4.0,i
COc1ccc(C2=C(SC)CC2=NC(C)(C)C)cc1,i,i,i,i,i,i,3.3,-5.0,i,9.3,i
CC1CN(C(=O)c2ccc(N3CCCCC3)c([N+](=O)[O-])c2)CC(C)O1 (stereo not given),i,i,i,i,i,i,4.4,-5.4,i,-21.0,i
CCC1CCCCN1CCCNC(=O)CN1C(=O)COc2ccccc21 (stereo not given),i,i,i,i,i,i,-3.7,-6.3,i,-2.0,i
CCc1cccc(CC)c1NC(=S)NC(C)c1ccccc1 (stereo not given),i,i,i,i,i,i,-6.3,-9.3,i,4.7,i
CC1CC(C)CN(CCCNC(=O)c2csc3c2CCCCC3)C1 (stereo not given),i,i,i,i,i,i,1.6,-7.8,i,-8.0,i
CC(CN1CCCC1)OC(=O)c1ccc(Br)cc1 (stereo not given),i,i,i,i,i,i,7.7,-11.7,i,3.8,i
CCN(CC)C(=O)c1sc(NC(=O)C(C)C)c(C#N)c1C,i,i,i,i,i,i,1.4,-19.9,i,3.3,i
CC(C)c1ccc2[nH]c3c(c2c1)CCC/C3=N\NC(=O)c1ccncc1,i,i,i,i,i,i,17.4,-9.9,i,60.1*,i
O=C(NN1CCOCC1)c1ccc(Cl)c([N+](=O)[O-])c1,i,i,i,i,i,i,-1.3,-7.0,i,-4.1,i
O=C(CCSCc1cccc(Cl)c1)NCCC1=CCCCC1,i,i,i,i,i,i,14.2,-16.7,i,-3.9,i
COc1ccc(S(=O)(=O)N(C)c2ccc(C(=O)N3CCCCC3)cc2)cc1OC,i,i,i,i,i,i,0.0,-14.0,i,-1.1,i
CCOC(=O)c1c(/N=C/C2=C(O)CC(C)(C)CC2=O)sc(C)c1C,i,i,i,i,i,i,-1.9,-12.8,i,-5.5,i
CN(C)c1ccc(NC(=O)CSc2nc3c(c(=O)[nH]2)CCCC3)cc1,i,i,i,i,i,i,-5.5,-7.0,i,5.1,i
COc1ccc2cc(CCNC(=O)C3CCCC3)c(=O)[nH]c2c1,i,i,i,i,i,i,5.1,-2.1,i,-6.7,i
CCCCC(=O)Nc1ccc2c(c1)nc(CCN1CCN(c3ccccn3)CC1)n2C,i,i,i,i,i,i,-1.0,-3.9,i,-2.0,i
O=C1CC2C(=O)NCCN2C(=NC(=O)c2ccc(Cl)cc2)N1 (stereo not given),i,i,i,i,i,i,0.8,3.2,i,-2.0,i
C[C@@]12C(=O)N(Cc3ccccc3)CC(=O)N1[C@H](/C=C/c1ccccc1)[C@@H]1C(=O)N(c3ccccc3)C(=O)[C@@H]12,i,i,i,i,i,i,-8.0,-8.3,i,-1.5,i
COC(=O)c1ccc(C2c3c(oc4ccc(Cl)cc4c3=O)C(=O)N2CCN2CCOCC2)cc1 (stereo not given),i,i,i,i,i,i,2.4,-6.4,i,-20.4,i
CCS(=O)(=O)C(=C(Nc1ccc(OC)cc1)Nc1ccc(OC)cc1)S(=O)(=O)CC,i,i,i,i,i,i,0.7,-8.0,i,0.2,i
CC(=O)N1CCc2c(sc(NC(=O)Cc3ccc(F)cc3)c2C(N)=O)C1,i,i,i,i,i,i,-1.2,-10.5,i,-2.8,i
Cn1c(=O)n(C)c2cc(NC(=O)CSc3ccccc3)ccc21,i,i,i,i,i,i,2.9,-9.6,i,0.0,i
COc1ccc(CNC(=O)CS(=O)Cc2nc(-c3ccccc3C)oc2C)cc1 (stereo not given),i,i,i,i,i,i,-3.1,-12.0,i,0.0,i
COC(=O)c1cn(CCOc2ccccc2)c2ccccc12,i,i,i,i,i,i,14.6,-5.6,i,-5.7,i
CCOC(=O)C1=C(O)/C(=C/c2cc(OC)c(OC)c(OC)c2)N=C1C,i,i,i,i,i,i,3.4,-8.0,i,-1.9,i
COc1ccc(NC(=O)c2ccc(S(=O)(=O)N3CCCCCC3)cc2)c(OC)c1,i,i,i,i,i,i,-2.3,-10.1,i,10.0,i
O=C(Nc1cccc2ccccc12)c1cc2c(cc1Br)OCO2,i,i,i,i,i,i,1.6,-5.8,i,2.8,i
Cc1cc(NC(=O)c2noc3c2CCCC3)no1,i,i,i,i,i,i,-2.5,-7.9,i,-4.5,i
C#CCOCCOCCOCCNc1nc(N2CCN(C(=O)Cn3cc(CCCCN)nn3)CC2)nc(N2CCN(C(=O)Cn3cc(CCCCN)nn3)CC2)n1,i,i,i,i,i,i,-0.4,-5.3,i,0.0,i
COc1ccc(S(=O)(=O)N2CCN(C(=O)c3c(-c4ccccc4)noc3C)CC2)cc1,i,i,i,i,i,i,6.6,-4.8,i,-5.4,i
Cc1ccccc1NCC(=O)N/N=C\c1ccc2c(c1)OCO2,i,i,i,i,i,i,5.7,-8.8,i,-14.0,i
Cc1ccc(C)c(NC(=O)Cn2cc(C(=O)C3CC3)c3ccccc32)c1,i,i,i,i,i,i,-8.0,-6.6,i,-1.8,i
Cc1ccc(C(=O)NNC(=O)C2CCN(c3ncccn3)CC2)cc1,i,i,i,i,i,i,-1.8,-3.4,i,-3.6,i
Cc1ccc(-n2nnnc2SCC(=O)Nc2ncc(Cc3ccccc3Cl)s2)cc1,i,i,i,i,i,i,-5.8,-7.3,i,-10.3,i
O=S(=O)(c1ccccc1)c1nc(-c2ccccc2Cl)oc1NCCN1CCOCC1,i,i,i,i,i,i,-0.3,-12.2,i,-7.4,i
COc1ccc(CN2C(=O)C(Cc3ccccc3)Nc3ncnc(N4CCc5ccccc5C4)c32)cc1 (stereo not given),nt,i,i,i,i,nt,12.8,-14.1,i,23.0,i
Cc1nc2cc(NC(=O)Nc3nccs3)ccc2n1C,i,i,i,i,i,i,4.0,-1.7,i,8.4,i
CC1CC(C)CN(C(=O)Cn2nnc(-c3ccccc3)n2)C1 (stereo not given),i,i,i,i,i,i,-2.1,-7.6,i,-1.2,i
CCc1ccc(NC(=O)CCCN2C(=S)NC(C)(C)CC2C)cc1 (stereo not given),i,i,i,i,i,i,3.8,-15.1,i,-0.9,i
CSc1ccccc1NC(=O)CSc1nnc(Cc2ccccc2)o1,i,i,i,i,i,i,-8.3,-3.4,i,4.8,i
NC(=O)C1=C[C@H](c2ccccc2)C[C@H](OCc2ccc(CO)cc2)O1,i,i,i,i,i,i,28.1*,-8.1,i,-0.5,i
NS(=O)(=O)c1ccc(Cl)cc1[N+](=O)[O-],i,i,i,i,i,i,0.6,-1.0,i,-1.7,i
Cc1ccc(OCCNC(=O)Cc2ccc(S(=O)(=O)N3CCOCC3)s2)cc1,i,i,i,i,i,i,-5.8,-18.6,i,7.4,i
CC(C)(C)NC(=O)CN(C(=O)CCC(=O)Nc1nccs1)c1ccc(F)c(Cl)c1,i,i,i,i,i,i,-1.3,-4.7,i,-4.5,i
COc1cccc(C(=O)N/N=C/c2ccc(Oc3ccc([N+](=O)[O-])cn3)c(OC)c2)c1,i,i,i,i,i,i,4.4,-5.7,i,6.9,i
Cc1cccc(/C=N/NC(=O)c2cc(-c3cccnc3)nc3c2c(C)nn3-c2ccccc2)c1,i,i,i,i,i,i,-5.4,-7.8,i,23.9,i
CCOC(=O)c1c(N)sc(N)c1C(=O)OCC,i,i,i,i,i,i,8.3,-7.3,i,-5.5,i
COc1ccc(NS(=O)(=O)c2ccc(N3CCOCC3)c(NC(=O)c3ccc(F)cc3)c2)cc1,i,i,i,i,i,i,4.4,-9.8,i,-8.6,i
COCc1c(C(=O)OCC(=O)c2c(N)n(CC(C)C)c(=O)n(C)c2=O)oc2ccccc12,i,i,i,i,i,i,9.7,-5.1,i,6.6,25*
Cc1nn(-c2ccccc2)c(Cl)c1C(=O)Nc1nnc(C2CCCC2)s1,i,i,i,i,i,i,4.8,-8.5,i,11.3,25*
CC(C)(C)NC(=O)COC(=O)c1ccccc1Oc1ccccc1,i,i,i,i,i,i,0.5,-15.6,i,-8.9,i
Brc1ccccc1/C=N/Nc1ccc2ccccc2n1,i,i,i,i,i,i,3.7,-8.4,i,-10.0,i
CCCCOP(=O)(c1ccc(N(C)C)cc1)C(O)c1ccncc1 (stereo not given),i,i,i,i,i,i,1.5,-10.2,i,-1.6,i
N#CC1=C(N)Oc2n[nH]c(-c3ccncc3)c2C1c1ccsc1 (stereo not given),i,i,i,i,i,i,0.3,-11.4,i,-2.6,i
CC(=O)Nc1ccc(N2C(=O)CC(Sc3nc(C)cc(C)n3)C2=O)cc1 (stereo not given),i,i,i,i,i,i,-2.8,-5.9,i,-2.9,i
